# UPR XBP1 act: activators of adaptive XBP1 UPR arm, primary screen, cell-based, CHO-XBP1 luciferase reporter, luminescence, uHTS; IRE1-XBP1 UPR activation; percent of tunicamycin response, DMSO as zero; activation, % at 20 µM; 330,000 compounds, 0.33% hits;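 active = versus positive control, 20 µM dose yields 30% or more activation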;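 note: 100% = tunicamycin at 10 µg/mL and 0% = DMSO only wells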
#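 assay system = CHO-XBP1 luciferase reporter cells | amount = 1000 cells/well | buffer or medium = F12 plus 10% FBS | compound dosing = single point, 20 µM final compound, 1% DMSO | incubation = 16-18 h cell attachment at 37 °C, then 6 h compound exposure | detection = Steady-Glo luminescence read | controls = tunicamycin 10 µg/mL and vehicle-only wells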
# NLRP3 yeast inh: NALP3 inflammasome inhibitors in reconstituted yeast, primary screen, luminescence, uHTS. Yeast reconstituted NLRP3/ASC/caspase-1, beta-gal luminescence, 24 h. inhibition, % at 10 µM. 330,000 compounds, 0.39% hits. AID 2825, 2010;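 active = inhibition of 50% or more; inactive = inhibition below 50%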;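 note: plate controls were induced DMSO wells for no effect and uninduced yeast grown without galactose for full effect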
# APJ agonist: agonists of human apelin receptor APJ, primary screen, CHO-K1 cells, PathHunter beta-arrestin, luminescence; P35414; 330,000 compounds, 0.11% hits; 0% DMSO wells, 100% apelin; activation, % at 20 µM;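 active = activation more than six SD over the plate average, tested at 20 µM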;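 note: 0% = DMSO alone and 100% = apelin-13 at 10 nM; some results filed as inactive read as strong as hits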
# Target sequence (P35414 whole entry, looked up): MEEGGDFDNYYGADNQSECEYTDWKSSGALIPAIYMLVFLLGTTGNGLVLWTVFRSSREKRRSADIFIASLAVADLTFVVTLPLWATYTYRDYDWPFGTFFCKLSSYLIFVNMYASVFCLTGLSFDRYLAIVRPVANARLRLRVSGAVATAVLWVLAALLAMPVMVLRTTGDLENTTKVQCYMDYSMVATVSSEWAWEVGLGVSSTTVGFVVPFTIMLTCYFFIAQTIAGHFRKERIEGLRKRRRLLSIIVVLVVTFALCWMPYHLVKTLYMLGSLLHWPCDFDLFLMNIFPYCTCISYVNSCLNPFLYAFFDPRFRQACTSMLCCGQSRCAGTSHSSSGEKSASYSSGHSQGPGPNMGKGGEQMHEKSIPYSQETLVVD
#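 Material: CHO-K1 APJ beta-arrestin complementation cell line; Input: cell density 1000 per well; Incubation: compound stimulation 90 min at 25 °C, detection 60 min; Signal: luminescence from split beta-galactosidase complementation, Galacton Star/Emerald II substrate; Controls: DMSO-only wells as negative, 10 nM Apelin-13 as positive control.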
# Mdm2 MdmX PPI: inhibitors of human Mdm2-MdmX association, primary screen, cell-based, luminescence, split luciferase, SaOS-2, uHTS | Protein Mdm4 (Homo sapiens) + E3 ubiquitin-protein ligase Mdm2 (Homo sapiens), … | SaOS-2 split-luciferase Mdm2/MdmX complementation | inhibition, % at 8 µM | 330,000 compounds, 3% hits | AID 485346, 2010;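 active = inhibition of at least 50% at 8 µM in the primary screen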
# tim10-1 inh: growth inhibitors of tim10-1 mutant yeast, primary screen, luminescence, uHTS | S. cerevisiae tim10-1 ts strain growth, BacTiter-Glo, 24 h | 330,000 compounds, 2.2% hits | inhibition, % at 20 µM;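 active = inhibition of at least 40%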;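 note: mutant grown at 25 °C; 0% = DMSO wells with yeast and 100% = wells holding no yeast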
# UPR CHOP act: activators of apoptotic CHOP UPR arm, primary screen, cell-based, CHO-CHOP luciferase reporter, luminescence, uHTS; UPR activation; percent of tunicamycin response over DMSO baseline; 330,000 compounds, 0.34% hits; activation, % at 10 µM;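 active = at 10 µM dose, activation of 40% or more, normalized to positive control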;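 note: 100% = tunicamycin at 10 µg/mL and 0% = DMSO alone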
#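 Test system: CHO-CHOP cells, stable luciferase reporter of PERK-eIF2a-CHOP signalling | Quantity: 500 CHO-CHOP cells per well | Buffer or medium: F12 plus 10% serum | Compound dosing: 10 µM single point, 0.5% DMSO | Schedule: 6 h compound treatment, 37 °C | Signal: Luciferase luminescence | Control set: Tunicamycin high control, DMSO low control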
# TIM10 inh: growth inhibitors of isogenic TIM10 control yeast, primary screen, counter-screen for tim10-1 yeast inhibitor project, luminescence, uHTS. S. cerevisiae TIM10 strain growth, BacTiter-Glo luminescence, 24 h. inhibition, % at 10 µM. 330,000 compounds, 1.4% hits;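 active = inhibition of 40% or more at the single tested concentration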;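 note: wild-type TIM10 isogenic control strain grown at permissive 25 °C; 0% = DMSO yeast wells and 100% = minimal medium wells without yeast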
# NR3A LBD binder: binders of NR3A ligand-binding domain, primary screen, biophysical, differential scanning fluorimetry, uHTS | Glutamate receptor ionotropic, NMDA 3A (GRIN3A) ligand-binding domain | NR3A LBD differential scanning fluorimetry, Tm shift; 0% = protein alone, 100% = glycine-bound protein | Tm shift relative to glycine control, % at 25 µM | 340,000 compounds, 2.5% hits | AID 1259313, 2017;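 active = melting temperature shift of at least 10% of the positive control shift, at one fixed dose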
# tim23-1 inh: growth inhibitors of tim23-1 mutant yeast, primary screen, luminescence, uHTS; S. cerevisiae tim23-1 growth, BacTiter-Glo luminescence, 24 h; inhibition, % at 20 µM; 330,000 compounds, 1.3% hits; AID 463212, 2010;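 active = growth inhibition of the mutant yeast at or above 50%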;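 note: temperature-sensitive mutant grown at 25 °C; plate controls were DMSO-treated mutant yeast for no effect and medium wells lacking yeast for full effect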
# Numbers without * were called inactive.
compound,NR3A LBD binder,tim23-1 inh,tim10-1 inh,TIM10 inh,UPR CHOP act,APJ agonist,Mdm2 MdmX PPI,UPR XBP1 act,NLRP3 yeast inh
CC(C)c1ccc(NC(=S)NC2CCCCCC2)cc1,-1,34,21,37,7.9,-1,-66,12,21
c1ccc(CNc2ncnc3c2oc2ccccc23)nc1,0,9,1,-19,1.5,-3,-23,2,20
O=c1[nH]c(C2C3CC4CC(C3)CC2C4)nc2ccccc12 (stereo unspecified),-10,20,16,21,-0.8,-2,6,-1,12
CCn1c(C)c(C)c2cc(C(=O)N3CCN(c4cccc(C)c4C)CC3)ccc21,0,29,33,15,1.5,-2,28,-2,8
Cc1ccc2nsnc2c1S(=O)(=O)N(Cc1cc2cccc(C)c2[nH]c1=O)CC1CCCO1 (stereo unspecified),1,8,20,28,-2.4,0,57*,1,2
Cc1ccc(SC[C@H](c2ccccc2)N2CCN(C)CCC2=O)cc1,2,-16,8,2,3.0,-5,7,5,10
Cc1cc(Br)ccc1OCC(=O)NNC(=O)C(=O)Nc1ccccc1,-49,-7,-13,-14,1.1,-2,7,1,-3
CC(C)Cc1nnc(NC(=O)c2ccc(S(=O)(=O)N3CCCC3)cc2)s1,-2,-5,-12,-18,-2.9,0,4,0,13
COc1ccc(NC(C)=O)cc1S(=O)(=O)N1CCn2cccc2C1C (stereo unspecified),0,2,-6,0,3.1,4,20,-5,6
CCOc1cc(CNc2ccc(N3CCOCC3)cc2)cc(Br)c1OCC,-1,28,21,15,2.9,0,-4,-3,9
O=C(O)CCCCCNS(=O)(=O)c1cccc2c1C(=O)c1ccccc1C2=O,-1,0,11,11,-0.3,5,31,-4,-5
CCCCOc1ccc(OCCSc2nc3ccccc3n2CC(=O)O)cc1,2,11,-5,5,-0.2,-2,20,-2,15
S=c1[nH]nc(-c2ccco2)n1/N=C/c1ccc(Cl)c(Cl)c1,-3,34,38,38,2.4,4,6,2,13
CCOC(=O)Cc1csc(NC(=O)c2ccc(S(=O)(=O)N3CCCC3)cc2)n1,1,29,20,26,-2.1,2,16,2,-5
CCn1c(-c2cc(Br)ccc2O)n[nH]c1=S,0,14,-2,10,0.5,-4,3,0,24
NS(=O)(=O)c1ccc(CCNC(=O)Cc2c[nH]c3ccccc23)cc1,-4,5,9,-7,2.4,1,-18,0,17
CC(C)(C)CC(C)(C)NCC(=O)Nc1c2c(nc3ccccc13)CCC2,-1,8,-4,-1,-1.4,-2,7,0,10
CCOCCCNC(=O)CN1N=C(c2ccc(C)cc2)CCC1=O,2,-5,9,-15,0.1,-3,-7,3,-8
O=C(NCc1ccncc1)c1cc(C(=O)C2CCCCC2)c[nH]1,-2,3,14,-15,1.4,-1,14,-1,0
O=C(NCCCN1CCOCC1)c1c(F)cccc1F,0,-4,-2,-11,-2.6,-4,11,-1,-5

# By substructure: the compounds so far containing a COOH group
compound,NR3A LBD binder,tim23-1 inh,tim10-1 inh,TIM10 inh,UPR CHOP act,APJ agonist,Mdm2 MdmX PPI,UPR XBP1 act,NLRP3 yeast inh
O=C(O)CCCCCNS(=O)(=O)c1cccc2c1C(=O)c1ccccc1C2=O,-1,0,11,11,-0.3,5,31,-4,-5
CCCCOc1ccc(OCCSc2nc3ccccc3n2CC(=O)O)cc1,2,11,-5,5,-0.2,-2,20,-2,15

# Shown as a hit in Mdm2 MdmX PPI (from the list above):
Structure	NR3A LBD binder	APJ agonist	Mdm2 MdmX PPI	UPR XBP1 act	NLRP3 yeast inh
Cc1ccc2nsnc2c1S(=O)(=O)N(Cc1cc2cccc(C)c2[nH]c1=O)CC1CCCO1 (stereo unspecified)	1	0	57*	1	2

# (continued)
compound,NR3A LBD binder,tim23-1 inh,tim10-1 inh,TIM10 inh,UPR CHOP act,APJ agonist,Mdm2 MdmX PPI,UPR XBP1 act,NLRP3 yeast inh
CCO[C@H]1OC(C(=O)Nc2ccccc2)=C[C@@H](c2ccc(Br)cc2)[C@@H]1CCCO,-16,47,39,24,3.6,8,28,-4,20
COC(=O)c1sccc1NC(=O)Nc1cc(C)ccc1C,1,2,9,4,-1.3,1,21,1,19
COc1ccc(OC)c(NC(=O)CSc2nnc(N)s2)c1,-1,-16,12,-3,1.2,0,9,-1,-4
CCc1ccccc1NC(=O)CN(C)C(=O)CSc1nc2cc(Cl)ccc2s1,-8,4,10,8,0.5,0,5,-1,23
N#Cc1nc(Nc2cc(F)cc(F)c2)c2ncn(CC(F)F)c2n1,1,52*,20,21,3.2,-2,-24,5,37
Cn1c(N)c(C(=O)Nc2ccc3ccccc3c2)sc1=S,2,7,21,-9,3.0,-3,-32,1,8
O=C(Nc1cc(N2CCCCC2)ncn1)c1ccccc1,0,20,25,26,4.7,-4,-4,5,28
COc1ccc(Br)cc1S(=O)(=O)N1CCCc2ccccc21,1,27,1,-9,-1.5,-2,7,-6,31
COc1ccc(N2CC(C(=O)NCCc3ccc(OC)c(OC)c3)CC2=O)cc1 (stereo unspecified),-2,2,13,2,-0.4,-2,18,-1,-2
CCCC(C)NS(=O)(=O)c1ccccc1 (stereo unspecified),0,3,5,7,-0.3,1,24,0,-13
COc1nc(NCc2ccc(Cl)cc2)nc(OC)n1,1,0,7,4,-0.1,-1,21,0,18
Cc1ccc(O)c(C(CC(=O)NCc2cccnc2)c2ccccc2)c1 (stereo unspecified),-1,10,-1,-3,-0.1,0,-7,-2,0
O=C1C2ON(c3ccccc3)C(c3cccnc3)C2C(=O)N1Cc1ccccc1 (stereo unspecified),-1,31,23,22,-1.6,0,-17,-2,-12
CCCCCn1c(=O)[nH]c2cc(C(=O)N3CCN(C(=O)OCC)CC3)ccc2c1=O,-5,-2,-21,20,0.1,-1,10,-2,15
CNC(=O)C1Cc2ccccc2CN1S(=O)(=O)c1cccs1 (stereo unspecified),0,7,-1,9,-0.9,-3,-41,-4,21
O=C(CCN1C(=O)C2C3CCC(C3)C2C1=O)OCC(=O)c1ccc(Br)cc1 (stereo unspecified),1,17,27,4,3.0,-6,23,-5,15
O=C(O)c1ccc(/C=N/NC(=O)c2cc3c(ccc4ccccc43)o2)cc1,0,5,-5,-3,0.6,4,0,-1,6
C/C(CCc1ccco1)=N\NC(=O)CNc1cccc2ccccc12,-3,8,14,11,-0.9,-3,3,-2,21
CCOc1ccccc1OCC(=O)NCCc1ccc(S(N)(=O)=O)cc1,-1,14,8,-11,-1.7,0,13,-2,7
O=C(Nc1ccccc1C(=O)OCC(=O)N1CCc2ccccc2C1)c1ccco1,-2,34,30,4,0.4,-3,-36,1,25
O=C(CN1C(=O)NC2(CCCCC2)C1=O)Nc1ccc(Cl)cc1,4,3,-8,5,1.1,-3,0,0,9
N#CCCN(C(=O)Cn1nc(C(=O)O)c2ccccc2c1=O)c1ccccc1,3,18,6,-9,2.2,-2,-5,4,-13
COCCn1c(SCC(=O)c2ccc3c(c2)OCCO3)nnc1C(C)C,1,2,5,-11,-1.2,-2,25,-2,12
Fc1ccc(-c2nnc3sc(C4COc5ccccc5O4)nn23)cc1 (stereo unspecified),0,34,34,15,0.6,-5,19,0,24
CCN(CC)CCN1C(=O)C(=O)/C(=C(/O)c2c(C)[nH]c(C(=O)OC)c2C)C1c1ccccc1 (stereo unspecified),-1,7,-1,1,1.6,-1,5,2,-7
Cc1noc(C)c1S(=O)(=O)Nc1cc(C(F)(F)F)ccc1N1CCOCC1,4,29,27,15,-1.8,-1,25,-1,-2
COc1ccc(OC)c2[nH]c(=O)c(CCNS(=O)(=O)c3ccc(C)cc3)cc12,-2,8,4,9,0.9,1,23,2,3
Cc1nn(C)c(Cl)c1CN1CCC(CO)(CCOc2ccccc2)CC1,1,-2,4,-4,2.3,-3,-3,0,15
CC(=O)c1ccccc1NC(=O)CSc1nc2ccccc2c(=O)n1CCCN1CCOCC1,0,23,-8,17,-1.7,-4,15,4,14
COc1cccc(OC)c1OCCCNC1CCCC1,1,0,-1,4,-0.7,-4,-8,-2,9
CC(NC(=O)C(=O)N/N=C\c1ccc([N+](=O)[O-])cc1)c1ccccc1 (stereo unspecified),1,0,6,10,0.0,1,7,-4,6
Cc1ccc(NC(=O)CNC(=O)c2ccc(C(C)(C)C)cc2)cc1S(=O)(=O)N1CCOCC1,-5,-5,-4,1,4.6,-1,1,-3,11
CS(=O)(=O)c1ccc(C(=O)OCc2nnc(-c3ccc(Cl)cc3)o2)cc1[N+](=O)[O-],1,48,59*,51*,2.4,1,96*,3,3
C=CCn1c(=O)c2ccccc2n2c(SC(C)C(N)=O)nnc12 (stereo unspecified),-1,1,-10,2,-0.5,-1,13,-3,1
COC(=O)c1ccc(C(=O)OC)c(NC(=O)C(C)C)c1,1,-12,-22,-29,-0.4,-1,18,1,11

# Compound profiles, from the list above.
# `O=C(CN1C(=O)NC2(CCCCC2)C1=O)Nc1ccc(Cl)cc1` in the list: NR3A LBD binder = 4; tim23-1 inh = 3; tim10-1 inh = -8; TIM10 inh = 5; UPR CHOP act = 1.1; APJ agonist = -3; Mdm2 MdmX PPI = 0; UPR XBP1 act = 0; NLRP3 yeast inh = 9
# `COC(=O)c1ccc(C(=O)OC)c(NC(=O)C(C)C)c1` in the list: NR3A LBD binder = 1; tim23-1 inh = -12; tim10-1 inh = -22; TIM10 inh = -29; UPR CHOP act = -0.4; APJ agonist = -1; Mdm2 MdmX PPI = 18; UPR XBP1 act = 1; NLRP3 yeast inh = 11
# `CC(NC(=O)C(=O)N/N=C\c1ccc([N+](=O)[O-])cc1)c1ccccc1` (stereo unspecified) in the list: NR3A LBD binder = 1; tim23-1 inh = 0; tim10-1 inh = 6; TIM10 inh = 10; UPR CHOP act = 0.0; APJ agonist = 1; Mdm2 MdmX PPI = 7; UPR XBP1 act = -4; NLRP3 yeast inh = 6
